N370S GC mod = qHTS Assay for Inhibitors and Activators of N370S glucocerebrosidase as a Potential Chaperone Treatment of Gaucher Disease; N370S GC spleen homogenate, 4MU-glucoside fluorescence; Lysosomal acid glucosylceramidase (Homo sapiens), P04062; 330,000 tested, 0.092% active; Potency, µM (highest dose often 59.4 µM), for the others: at the top dose activity change, negative = inhibition, usual class: inhibitors; AID 2101, 2009;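 note: 0% = full enzyme activity and -100% = no enzyme basal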
FEN1 inh = qHTS Assay for the Inhibitors of Human Flap endonuclease 1 (FEN1) | P39748 | Recombinant FEN1 flap cleavage, fluorescence, 15 min | Potency, µM (highest dose often 114 µM), for the others: top-dose activity change, negative = inhibition, hits mostly inhibitors | 390,000 tested, 0.35% active; note: nearly all actives have a fitted effect of over 65% in size
Target sequence (P39748 whole entry, looked up): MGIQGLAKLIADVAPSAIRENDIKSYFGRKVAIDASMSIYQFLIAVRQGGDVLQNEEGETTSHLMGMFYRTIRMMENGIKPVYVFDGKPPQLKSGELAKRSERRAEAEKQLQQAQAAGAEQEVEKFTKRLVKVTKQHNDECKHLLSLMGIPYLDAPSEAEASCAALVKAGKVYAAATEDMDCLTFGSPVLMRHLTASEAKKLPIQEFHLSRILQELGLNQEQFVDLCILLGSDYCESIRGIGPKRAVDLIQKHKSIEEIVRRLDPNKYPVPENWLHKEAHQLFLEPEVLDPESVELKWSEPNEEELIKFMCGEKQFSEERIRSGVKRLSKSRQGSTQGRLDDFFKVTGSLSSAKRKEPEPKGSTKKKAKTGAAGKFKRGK
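Enzyme 10 nM, 15 min RT preincubation with compound; start with substrate 50 nM final; reads at 0 and 15 min; qHTS titration, four-parameter Hill fit.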
TDP1 inh = qHTS Assay for Inhibitors of Tyrosyl-DNA Phosphodiesterase (TDP1). Potency, µM (series often up to 130 µM), for the others: top-dose activity change, negative = inhibition, usual class: inhibitors. recombinant TDP1, AlphaScreen DNA substrate cleavage. Tyrosyl-DNA phosphodiesterase 1 (Homo sapiens), Q9NUW8. AID 485290, 2010. 350,000 tested, 0.28% active; note: nearly all actives have a fitted effect of over 40% in size
Target sequence (Q9NUW8 whole entry, looked up): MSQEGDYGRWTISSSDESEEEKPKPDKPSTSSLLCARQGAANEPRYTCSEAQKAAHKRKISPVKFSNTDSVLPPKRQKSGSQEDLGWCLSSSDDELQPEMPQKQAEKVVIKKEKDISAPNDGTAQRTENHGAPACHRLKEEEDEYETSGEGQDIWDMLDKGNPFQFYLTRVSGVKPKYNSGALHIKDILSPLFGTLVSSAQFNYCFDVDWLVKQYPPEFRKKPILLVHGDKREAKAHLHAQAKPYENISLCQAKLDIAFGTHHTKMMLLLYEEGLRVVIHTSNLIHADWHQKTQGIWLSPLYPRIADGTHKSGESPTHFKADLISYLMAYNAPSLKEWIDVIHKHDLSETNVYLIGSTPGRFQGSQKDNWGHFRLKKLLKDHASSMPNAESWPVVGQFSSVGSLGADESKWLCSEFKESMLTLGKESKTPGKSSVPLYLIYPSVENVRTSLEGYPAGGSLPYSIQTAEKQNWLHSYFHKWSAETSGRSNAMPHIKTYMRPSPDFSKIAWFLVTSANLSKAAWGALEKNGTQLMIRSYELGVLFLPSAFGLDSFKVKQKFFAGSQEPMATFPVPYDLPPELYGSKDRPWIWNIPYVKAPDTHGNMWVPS
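AlphaScreen read-out: signal falls as enzyme removes the 3' tyrosine-FITC from a 5'-biotinylated DNA oligo (15 nM, 5 min, RT). Enzyme was E. coli-made recombinant Tdp1 at 1 nM, exposed to compound for 15 min beforehand; beads 10 ug/ml, 10 min.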
Starred values were filed as active, the others as inactive; ? = inconclusive; · = no result given; & = joins results of further samples; [ ] = dose if it differs, or a comment. Calls come from the whole dose curve; as a rule, active = well fitted curve in the direction sought with a large enough effect; inconclusive = small, poorly fitted or top-dose-only effect, or another doubt; inactive = no such curve, though single readings can be large; an effect the other way counts as inactive or inconclusive. Unless noted, % is set by controls: 0 for no effect and ±100 for the full control effect; potency is the fitted concentration of half-maximal effect.

Order of results: TDP1 inh	FEN1 inh	N370S GC mod
> CC(=O)c1ccc(Nc2ccc(-c3ccccc3C)nn2)cc1
 : -12%	12%	-13%
> CC(=O)N1c2ccc(S(=O)(=O)NCC3CCC(C(=O)Nc4ccc(C)c(C)c4)CC3)cc2CC1C (stereo not given)
 : -5%	-15%	·
> O=C(N/N=C1/CCCc2ccccc21)c1cc([N+](=O)[O-])cc([N+](=O)[O-])c1
 : 2%	·	-3%
> O=C(NCc1ccccn1)C1(C(F)(F)F)C/C(=C\Cc2ccccc2)CCCO1 (stereo not given)
 : 4%	-15%	4%
> O=C(CCCn1c(=O)[nH]c2cc(Cl)ccc2c1=O)N1CCN(c2ccc([N+](=O)[O-])cc2)CC1
 : 3%	2%	6%
> O=C(COc1ccc(-n2ccnc2)cc1)Nc1cccc(Cl)c1
 : 3%	-1%	-7%
> COc1cccc(C(=O)Nc2ccccc2C(=O)NC2CC2)c1
 : 4%	-7%	-9%
> Oc1ccccc1C=NC1CCCCC1N=Cc1ccccc1O (stereo not given)
 : 6%	9%	-7%
> CCN1C(C(=O)c2ccccc2)=C(OC(=O)C(C)C)c2ccccc2S1(=O)=O
 : 7%	0%	·
> CCOC(=O)c1ccc(NC(=O)c2c(NCc3cc(OC)ccc3OC)sc3c2CCC3)cc1
 : 4%	1%	·
> CCC(=O)N1CCN(c2ccc(NC(=O)c3ccc(N4CCOCC4)c([N+](=O)[O-])c3)cc2)CC1
 : 5%	-6%	-3%
> Cc1[nH]n(-c2ccccc2)c(=O)c1C(=O)Nc1ccccc1
 : 0%	-8%	-6%
> Cc1ccc2c(C(=O)CN3CCCC(C)C3)c(C)[nH]c2c1 (stereo not given)
 : ·	-8%	-6%
> COc1ccccc1CNC(=S)NC1CCCCC1
 : 1%	-4%	3%
> COc1ccc(CN2CCN(Cc3cccc4nonc34)CC2CCO)c(C)c1C (stereo not given)
 : -4%	5%	-18%
> O=C(N/N=C/c1cccc([N+](=O)[O-])c1)c1c[nH]c2ccccc12
 : ·	-3%	18%
> Cc1cc([N+](=O)[O-])nn1CCCC(=O)Nc1ccc(Cl)cc1Cl
 : 2%	1%	-8%
> C=CCNc1nc(N)c([N+](=O)[O-])c(N2CCCCCC2)n1
 : ·	-13%	-12%
> CCCc1nc(SCC(=O)N2CCCC2)c2ccccc2n1
 : 6%	2%	20%
> Cc1ccc(C2/C(=C(\O)c3ccc4c(c3)OCCO4)C(=O)C(=O)N2Cc2cccnc2)cc1 (stereo not given)
 : 9%	-11%	-5%
> Cc1ccccc1-c1nc(CS(=O)(=O)CC(=O)N2CCc3ccccc32)c(C)o1
 : 5%	-4%	-5%
> COc1ccc(C(=O)n2nc(-c3ccc(C)cc3)nc2N)cc1OC
 : 4%	-3%	3%
> CC(=O)Nc1ccc(S(=O)(=O)Nc2nc(C)nc3sc(C)c(C)c23)cc1
 : 1%	15%	·
> C=CCn1c(SCC(=O)Nc2ccc(N3CCOCC3)cc2)nnc1-c1ccncc1
 : 6%	-3%	0%
> Cc1csc(=O)n1CC(=O)OCC(=O)c1ccc(Br)cc1
 : ·	5%	-3%
> COc1cc(C(=O)N/C(=C/c2ccc(F)cc2)C(=O)NC(C(=O)O)c2ccccc2)cc(OC)c1OC (stereo not given)
 : ·	-4%	-6%
> Nc1c(N2CCN(c3ccccc3)CC2)c2ccccc2oc1=O
 : 8%	-18%	14%
> Cc1ccc2cc(C)c3nnc(SCC(=O)N4CCN(C(=O)c5ccco5)CC4)n3c2c1
 : 0%	-2%	3%
> CCc1ccc(NC(=O)Cn2cccc2)cc1
 : 0%	0%	-2%
> CCn1ncc(NC(=S)NCCc2ccc(OC)c(OC)c2)c1C(N)=O
 : 3%	1%	-4%
> CSc1nc(-c2ccccc2)nc(N2CCOCC2)c1C(C)=O
 : -1%	5%	3%
> COC(=O)c1cn(C(=O)c2cccs2)c2ccccc12
 : -9%	2%	·
> COc1cccc(C(=O)c2sc(Nc3ccc(C)cc3C)c(S(=O)(=O)c3ccccc3)c2N)c1
 : 3%	-4%	·
> O=C(CCCCCN1C(=O)[C@@H]2Cc3ccccc3CN2C1=O)Nc1ccccc1F
 : 0%	-6%	6%
> Cc1nn(-c2ccccc2)c2c1C(c1ccc(O)c(O)c1)N1C(=N2)C(Nc2ccccc2)=Nc2ccccc21 (stereo not given)
 : -1%	0%	17%
> CCn1c2c(c3cc(Cl)ccc31)CCCC2=O
 : 0%	7%	8%
> O=C(CNC(=S)N(Cc1ccccc1F)C1CCCCC1)NCCCN1CCOCC1
 : 2%	-1%	-4%
> Cc1c(Cl)cccc1NC(=O)COc1ccc(S(=O)(=O)N2CCOCC2)cc1
 : -2%	-4%	6%
> CCOc1ccccc1Nc1nnc(SCC(=O)Nc2ccc3[nH]c(=O)[nH]c3c2)s1
 : 8%	1%	3%
> CCC(C)(C(=O)NC1CCCC1)N(C(=O)c1cnccn1)c1c(C)n(C)n(-c2ccccc2)c1=O (stereo not given)
 : -3%	-10%	-1%
> O=C(CCCc1ccccc1)c1ccccc1
 : 35µM*	-12%	-9%
> CN(CC(=O)Nc1cccc(S(=O)(=O)NC2=NCCCCC2)c1)Cc1ccc(C(C)(C)C)cc1
 : 5%	-12%	-1%
> CN(Cc1cc(=O)[nH]c2ccccc12)C(=O)c1ccccc1
 : 5%	15%	5%
> CC1=CC(C)(C)[N+](C)(C)c2ccccc21
 : 2%	-6%	-16%
> COCc1cc(C)nc2sc(C(=O)OC(C)C)c(N)c12
 : -5%	0%	21%
> CCC(C)C(=O)Nc1cc(OC)c(OC)cc1C(=O)O (stereo not given)
 : 0%	1%	-9%
> Cc1cc(NS(=O)(=O)c2ccc(NC(=O)C(C)Oc3ccc(Cl)cc3)cc2)no1 (stereo not given)
 : 4%	-13%	17%
> CCCCCCCC/C=C\CCCCCCCC(N)=O
 : 7%	·	-1%&21%&-3%&1%
> CCn1c(NC(=O)C(C)C)c(-c2cccs2)c(=O)c2ccccc21
 : -1%	-6%	12%
> CCOC(=O)C1CCN(C(=O)COC(=O)COc2ccc(Cl)cc2)CC1
 : -3%	-2%	14%
> COc1ccc(C(C)=O)cc1Cn1nnc(-c2ccccc2Br)n1
 : ·	-10%	6%
> Cc1ccc(C)c(-n2cc(CNCCc3cnccn3)c(-c3ccccc3)n2)c1
 : ·	9%	-7%
> NC(N)=Nc1nc(CSCC/C(N)=N\S(N)(=O)=O)cs1
 : 7%	·	-4%
> COc1ccc(Nc2cc(C)nc3c(C)cccc23)cc1OC
 : ·	-17%	-24%
> COc1ccc(-c2oc3ncn4nc(-c5ccccc5Br)nc4c3c2-c2ccc(OC)cc2)cc1
 : 0%[12.3 µM]	-3%	·
> Cc1onc(-c2c(Cl)cccc2Cl)c1C(=O)Nn1cnnc1
 : -8%	10%	1%
> O=C(NCc1ccco1)C(c1ccco1)N(Cc1cccs1)C(=O)Cn1nnc2ccccc21 (stereo not given)
 : 8%	-2%	-7%
> C[C@H](NC(=O)OC(C)(C)C)C(=O)NCC1CCC(C(=O)O)CC1 (stereo not given in full)
 : -1%	-8%	-9%
> Cc1cccc2cc(C(c3nnnn3Cc3ccc4c(c3)OCO4)N3CCCC3)c(=O)[nH]c12 (stereo not given)
 : 12%	-2%	-8%
> Cc1cccc2cc(C(c3nnnn3Cc3ccccc3)N3CCN(C)CC3)c(=O)[nH]c12 (stereo not given)
 : 4%	1%	-4%

The list continues:
Order of results: TDP1 inh	FEN1 inh	N370S GC mod
> Cc1cc2nc(-c3cccc(NC(=O)c4ccc(Br)o4)c3)oc2cc1C
 : -2%	-14%	6%
> CCN(CC(=O)Nc1c(F)cccc1F)C(=O)Cc1csc(-c2ccc(OC)c(OC)c2)n1
 : -2%[0.505 µM]	2%	-2%
> COc1ccc(-n2c(=S)[nH]c3[nH]ncc3c2=O)cc1
 : 4%	7%	4%
> O=C1S/C(=C\c2ccc(N3CCOCC3)o2)C(=O)N1c1ccccc1
 : 5%	-12%	0%
> CC(C)OC(=O)c1cc(-c2ccc(C=O)o2)ccc1Cl
 : -2%	-9%	10%
> O=c1cc(-c2c(O)c3ccccc3n(Cc3ccccc3)c2=O)[nH][nH]1
 : 5%	?	-12%
> Cc1c(NC(=O)CN2C(=O)NC3(CCCCC3)C2=O)c(=O)n(-c2ccccc2)n1C
 : -1%	9%	4%
> CC(=O)c1cccc(NC(=O)N2CCC(NC(=O)C34CC5CC(CC(C5)C3)C4)CC2)c1
 : -1%	-3%	-1%
> COc1cccc(C(=O)NCC(=O)N/N=C/c2cccs2)c1
 : 2%	-8%	18%
> COc1ccc(/C=N/NC(=O)c2cc(-c3ccc(C)cc3C)nc3ccccc23)cc1COC(C)=O
 : 4%	38%	1%
> Fc1ccc(-c2nnc(Cc3ccc(Cl)cc3)o2)cc1
 : ·	-17%	-7%
> Cn1c(SCc2ccccn2)nc2c1c(=O)[nH]c(=O)n2C
 : ·	18%	4%
> COc1ccc(-n2c(=S)[nH]c3sc(-c4ccccc4)cc3c2=O)c(OC)c1
 : ·	-2%	-10%
> CCN(CC)CCCC(C)n1c(-c2ccccc2)nc2c(NCCOC)nc(C)nc21 (stereo not given)
 : 3%	·	-2%
> Cc1cccc(C(=O)NC2CCCCCCC2)c1
 : ·	-20%	-2%
> Cn1c2ccc(Br)cc2c2nnc(SCC(=O)O)nc21
 : ·	-19%	-10%
> Cn1c(-c2ccc3c(c2)OCO3)cnc1NC(=O)CCC(=O)NCCc1ccccc1
 : 8%	-15%	-19%
> O=C1CC(NCc2ccc(F)cc2)C(=O)N1c1ccccc1 (stereo not given)
 : 6%	16%	-4%
> CC(C)CC1NC(=S)N(C2CCCCC2)C1=O (stereo not given)
 : 2%	3%	28%
> CCOC(=O)CN(C(=O)CNC(=O)c1cccs1)C(C(=O)NC1CCCC1)c1ccncc1 (stereo not given)
 : 6%	22%	11%
> Cc1ccc2c(c1)Sc1ccccc1CC2=O
 : -8%	-11%	·
> O=c1n(Cc2ccc(Cl)cc2)c2ccccc2c2nc(-c3ccccc3)nn12
 : -1%	4%	·
> C#CC(CC)(CC)NC(=O)Nc1ccccc1C(=O)OC
 : -3%	-7%	2%
> Cc1ccc(C(=O)NC(C(=O)Nc2cccc(S(N)(=O)=O)c2)C(C)C)cc1 (stereo not given)
 : 6%	2%	0%
> NNC(=O)c1ncoc1-c1ccc(Cl)cc1
 : 0%	-7%	-3%
> CCCc1cc(C(=O)N2CCC(N3CCC(C(=O)NC(C)C)CC3)CC2)n(C)n1
 : 12%	-1%	-3%
> O=C(CS(=O)(=O)Cc1ccccc1)N1CCc2ccccc2C1
 : 1%	-1%	5%
> COc1ccc(OC)c(C(=O)COC(=O)c2[nH]c(C)c(C(C)=O)c2C)c1
 : -1%	-8%	9%
> O=C(CSc1nnc(-c2ccccc2)c(-c2ccccc2)n1)Nc1ncc(Cl)cc1Cl
 : 3%	-6%	13%
> COCCCNc1ncnc2c1cnn2-c1ccc(F)cc1
 : 3%	1%	·
> COc1ccc(-c2cc(-c3ccccc3)nc3c2COc2ccccc2-3)cc1
 : 2%	-10%	·
> CCOC(=O)c1c(C)oc2nc(C)nc(NCC3CCN(Cc4cc(C)ccc4C)CC3)c12
 : 0%	-4%	·
> CC(=O)NS(=O)(=O)c1cccnc1Nc1cccc(Cl)c1
 : 4%	-8%	4%
> Cc1sc2ncnc(N3CCN(CCOc4ccc(Cl)cc4)CC3)c2c1C
 : 6%	-15%	·
> NC(N)=NCCC[C@@H](N)C(=O)NCC(=O)N[C@@H](CC(=O)O)C(=O)N[C@@H](Cc1c[nH]c2ccccc12)C(=O)O
 : 15%	·	-6%
> O=C(COC(=O)CNC(=O)c1ccc(Cl)cc1Cl)NNC(=O)c1ccccc1
 : 0%	18%	·
> CC(NC(=S)NC1CCCCC1)c1ccccc1 (stereo not given)
 : ·	0%	0%

Source: PubChem BioAssay
